VIM-2 inhibitor – VIM-2 metallo-beta-lactamase inhibitors, primary screen, biochemical, epi-absorbance readout, Pseudomonas aeruginosa enzyme | purified VIM-2, nitrocefin hydrolysis, epi-absorbance fluorescence | inhibition, % at 5.6 µM | hit rate 0.89% among 290,000;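 active = inhibition above the mean of all tested compounds plus 3 SD, cutoff set per screening run, cut at about 7.5% in these data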;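 note: red hydrolysis product quenches plate fluorescence so inhibitors raise well fluorescence; 0% = enzyme with DMSO and 100% = DMSO without enzyme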
DNA FID counter – compounds displacing fluorescent DNA intercalator, primary screen, artefact control for HCV NS3 helicase inhibitor project, biochemical, FID fluorescence; hit rate 0.17% among 290,000; DNA fluorescent intercalator displacement; inhibition, % at 7.9 µM; in the data active = inhibition above about 37%;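 note: 0% = vehicle and 100% = reference compound; higher means more ethidium bromide displaced from hairpin DNA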
NS3 helicase inh – inhibitors of HCV NS3 helicase, primary screen, biochemical, Cy5 molecular beacon fluorescence; AID 1800, 2009; hit rate 0.56% among 290,000; NS3 helicase DNA unwinding; inhibition, % at 10.9 µM;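 active = inhibition above the mean of all tested compounds plus 3 SD, set per campaign, cut at about 35% in these data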;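 note: 0% = DMSO wells and 100% = thioflavine S control wells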
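Compound dosing – single dose, 10.9 µM nominal final, DMSO 0.8% final · System – NS3 helicase fragment of HCV · Buffer or medium – MOPS pH 6.5, MgCl2, DTT, Tween20, BSA · Signal – Cy5 beacon fluorescence read at start and 1 h · Also added – annealed dual-labelled DNA beacon duplex, ATP-started · Schedule – 1 h at 25 °C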
UBC9 SUMO inh – inhibitors of in vitro SUMOylation cascade, primary screen, biochemical, HTRF, uHTS; SUMO-conjugating enzyme UBC9 (Homo sapiens), P63279; HTRF SUMOylation assay, SAE1/SAE2 + UBC9; inhibition, % at 35 µM; hit rate 0.36% among 290,000; in the data active = inhibition above about 50%, passing the limit was not always enough; note: strong numbers were not always called active
Target sequence (P63279 whole entry, looked up): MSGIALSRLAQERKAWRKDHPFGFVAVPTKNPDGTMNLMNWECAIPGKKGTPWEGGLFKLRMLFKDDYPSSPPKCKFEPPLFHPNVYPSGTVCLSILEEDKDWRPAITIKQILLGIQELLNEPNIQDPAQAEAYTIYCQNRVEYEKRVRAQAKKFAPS
PfM18AAP inh – PfM18AAP inhibitors, malaria aminopeptidase, primary screen, biochemical, QFRET, recombinant enzyme; hit rate 1.2% among 290,000; H-Glu-NHMec fluorogenic cleavage; M18 aspartyl aminopeptidase (Plasmodium falciparum 3D7); AID 1822, 2009; inhibition, % at 7.35 µM;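 active = inhibition above the campaign mean inhibition over all tested compounds plus 3 SD, cut at about 28% in these data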;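 note: 0% = plate median of test compound wells and 100% = 2 mM ZnCl2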
MEKK2wt PB1 HTS – modulators of MEK5 binding to wildtype MEKK2, primary screen, biochemical, multiplex bead flow cytometry, Alexa488-MEK5. Alexa488-MEK5 binding to MEKK2 WT; actives lie on both sides. binding response (% of control), % at 10 µM. hit rate 1.1% among 290,000. Mitogen-activated protein kinase kinase kinase 2 (Homo sapiens), Q9Y2U5; in the data active = binding response below about 67% or above about 130%
MEKK2 mut-MEK5 – MEK5 binding signal on mutant MEKK2 PB1, primary screen, biochemical, multiplex bead flow cytometry, Alexa488-MEK5. Alexa488-MEK5 binding to MEKK2 mutant. percent response, % at 10 µM. hit rate 0.35% among 290,000. AID 1530, 2009; in the data active = percent response above about 24%, passing the limit was not always enough; note: inactives centre near 1; some results filed as inactive read as strong as hits
IMP-1 inhibitor – IMP-1 metallo-beta-lactamase inhibitors, primary screen, biochemical, epi-absorbance readout, Pseudomonas aeruginosa enzyme; metallo-beta-lactamase IMP-1 (Pseudomonas aeruginosa); purified IMP-1, nitrocefin hydrolysis, epi-absorbance fluorescence; inhibition, % at 5.6 µM; hit rate 0.45% among 290,000; AID 1556, 2009;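 active = inhibition above the mean plus 3 SD of all compounds in the same screening run, cut at about 4.5% in these data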;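 note: 0% = IMP-1 with DMSO and 100% = DMSO wells lacking enzyme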
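Assay system: purified recombinant IMP-1 beta-lactamase. Input: IMP-1 0.2 nM before substrate addition. Buffer or medium: Zinc- and detergent-supplemented HEPES buffer, pH 7.1. Schedule: 25 °C, 15 min preincubation, 25 min reaction. Signal: Epi-absorbance fluorescence, 480 nm excitation, 530 nm emission. Evaluation: percent inhibition from optical density relative to buffer-blank wells.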
NALP1 yeast inh – NALP1 inflammasome inhibitors in reconstituted yeast, colorimetric, S. cerevisiae, triplicate retest; S. cerevisiae NALP1/ASC/caspase-1 growth, X-gal OD620, 72 h; inhibition, % at 10 µM; hit rate 0.61% among 280,000; AID 2071, 2009; in the data active = inhibition mostly above about 24%, no sharp cut-off; inactive = mostly below about 32%; note: some compounds called inactive have numbers as strong as hits
Active calls of the source: *; x = not tested or not shown; [ ] = remark or other dose.

SMILES,VIM-2 inhibitor,DNA FID counter,NS3 helicase inh,UBC9 SUMO inh,PfM18AAP inh,MEKK2wt PB1 HTS,MEKK2 mut-MEK5,IMP-1 inhibitor,NALP1 yeast inh
CCOC(=O)C1CCN(C(=O)c2ccc3c(=O)n4nc(Nc5cc(C)ccc5C)sc4nc3c2)CC1,-2.2,-60,9,-2,4,94,0,-1.3,-24
Cc1[nH]n(-c2ccccc2)c(=O)c1C=Nc1ccc2[nH]c(=O)[nH]c2c1,0.2,-1,-18,22,-10,102,7,-1.2,1
COc1cccc(C(=O)Nc2nc(-c3ccccc3)c(-c3ccccc3)o2)c1,-3.7,-8,3,-14,-11,102,-1,-2.6,2
CC(C)S(=O)(=O)c1csc(C(=O)NNC(=O)Nc2ccccc2)c1Cl,-2.0,-11,2,6,6,102,6,-2.1,8
Cn1c(-c2ccccc2)cnc1NCc1cc(Cl)ccc1O,-0.9,15,-23,2,-7,107,1,0.4,15
CC(C)(C)Nc1nc(Cl)nc(Nc2ccccc2)n1,-2.3,-14,2,29,-3,108,5,-2.2,0
CCOC(=O)c1c(NC(=O)NC(C)(C)C)sc2c1CCN(C)C2,3.1,-5,-2,14,3,89,-15,-2.9,-9
Cc1ccc2oc(-c3cccc(NC(=O)c4ccc(Br)o4)c3C)nc2c1,-1.4,-10,3,12,2,97,0,-2.5,5
CCOC(=O)C1CCCN(C/C(O)=C(\C#N)c2nc(-c3ccc(Cl)cc3)cs2)C1 (stereo not drawn),-4.3,-17,1,-8,3,106,4,-1.5,-23
O=C(Nc1ccccc1F)C1CCN(S(=O)(=O)c2cccnc2)CC1,2.4,-18,-1,x,-4,95,-4,0.2,30
COC(=O)c1cc(NC(=O)c2cc(-c3ccc(Cl)cc3)oc2C(F)(F)F)ccc1N1CCOCC1,-0.8,-24,12,7,3,99,-5,-1.5,x
CC(C)(C)n1nnnc1C(c1cccs1)N(Cc1cccnc1)CC1CCCO1 (stereo not drawn),-1.9,-24,-1,23,-2,102,2,-1.5,0

Four of these compounds in a different format:
Values run as follows: VIM-2 inhibitor	DNA FID counter	NS3 helicase inh	UBC9 SUMO inh	PfM18AAP inh	MEKK2wt PB1 HTS	MEKK2 mut-MEK5	IMP-1 inhibitor	NALP1 yeast inh
Cc1[nH]n(-c2ccccc2)c(=O)c1C=Nc1ccc2[nH]c(=O)[nH]c2c1
 : 0.2	-1	-18	22	-10	102	7	-1.2	1
COc1cccc(C(=O)Nc2nc(-c3ccccc3)c(-c3ccccc3)o2)c1
 : -3.7	-8	3	-14	-11	102	-1	-2.6	2
CC(C)S(=O)(=O)c1csc(C(=O)NNC(=O)Nc2ccccc2)c1Cl
 : -2.0	-11	2	6	6	102	6	-2.1	8
Cn1c(-c2ccccc2)cnc1NCc1cc(Cl)ccc1O
 : -0.9	15	-23	2	-7	107	1	0.4	15

More results follow.
SMILES,VIM-2 inhibitor,DNA FID counter,NS3 helicase inh,UBC9 SUMO inh,PfM18AAP inh,MEKK2wt PB1 HTS,MEKK2 mut-MEK5,IMP-1 inhibitor,NALP1 yeast inh
CC(C)c1ccc(/C=C2\CC/C(=C\C=N\N(C)C)C2=O)cc1,-2.6,-14,19,20,-4,x,x,-3.1,44*
Cc1ccc2c(c1)N(CCCC(=O)NCC1COc3ccccc3O1)C(=O)CO2 (stereo not drawn),-1.4,-25,-2,-2,1,106,4,-2.1,8
COc1ccc(-c2cnc(N)nc2-c2ccc(OCc3ccccc3)cc2O)cc1,-2.3,-11,-32,0,-3,94,-2,-2.7,14
Cc1cccc(-c2nnc(SCC(=O)NC3CCCC3)o2)c1,-4.0,-8,4,4,2,100,9,-2.2,14
CCOC(=O)C1CCCN(Cc2cc(Br)ccc2OC)C1 (stereo not drawn),-0.9,1,3,20,-11,102,2,-1.2,7
O=C(NCCc1ccc(Cl)cc1)c1ccc2c(c1)OCO2,-2.6,-6,2,1,4,107,3,-1.9,12
Cc1ccc(S(=O)(=O)NCC(=O)N2CCc3ccccc3C2)cc1,3.4,-20,-6,12,-3,106,-3,0.1,0
COc1cccc(C2c3c(-c4ccccc4)n[nH]c3C(=O)N2c2ccc(C(=O)O)cc2)c1 (stereo not drawn),-1.7,-44,20,-7,-5,100,1,-2.8,0
CCc1cc2c(=O)n(-c3ccccc3)cnc2s1,0.7,0,-6,-16,1,108,16,-3.0,x
O=C(/C=C/c1ccc2c(c1)OCO2)NCc1ccc(F)cc1,-4.2,-3,5,-13,1,107,0,-4.0,22
CS(=O)(=O)N(CC(=O)NC1CCCC1)Cc1ccc(F)cc1,-2.2,-1,-5,14,2,102,-4,-2.7,7
Fc1ccc(COc2ccc(Br)cc2CNCc2ccncc2)cc1,-2.7,10,-23,-19,7,114,17,-2.8,15
CCOC(=O)c1c(N2C(=O)C3C4C=CC(O4)C3C2=O)sc2c1CCCC2 (stereo not drawn),-2.0,-22,18,2,-34,x,x,-2.9,x
COc1ccc(CN(C)Cc2cc(=O)n3ccsc3n2)c(OC)c1OC,0.7,2,1,13,-11,107,1,-2.4,-33
CN(C)c1cccc2c1c(NC(=O)c1ccc(Cl)cc1)nn2C,-2.4,-18,-1,10,14,97,2,-1.7,12
Cc1ccnc(NC(=O)c2ccc(COc3c(F)c(F)cc(F)c3F)o2)c1,-2.3,-21,-3,-1,-2,118,12,-3.3,10
CCOc1cc(/C=C2/NC(=O)N(CC(=O)Nc3cccc(C)c3)C2=O)ccc1OCC(N)=O,-2.3,-24,1,38,-5,103,1,-1.6,14
CN(C)N1C(N)=C(C#N)C(c2ccccc2Cl)C2=C1CCCC2=O (stereo not drawn),-2.0,-6,15,-2,9,100,0,-3.3,0
NC(=O)C1CCN(C(=O)Cc2ccc(-c3ccccc3)cc2)CC1,-0.8,-16,-6,21,1,100,2,9.7*,5
Cc1ccc2c(c1)N(CC(=O)N1CCCc3ccccc31)C(=O)CO2,-3.4,-16,0,-11,-11,103,4,-2.6,-3
CC(NCc1ccccc1O)C12CC3CC(CC(C3)C1)C2 (stereo not drawn),-0.7,8,-26,-16,-6,102,3,-0.9,10
Cc1cccc(CN2CCCC(C(=O)c3ccc4c5c(cccc35)CC4)C2)n1 (stereo not drawn),-3.2,2,-40,18,3,121,10,-2.0,5
COC(=O)c1ccc(CSc2nc3ccccc3o2)cc1,-1.3,-7,0,-10,-2,96,-3,-0.4,-28
COc1ccc(NC(=O)C(c2ccccc2)N2CCN(c3ccccn3)CC2)cc1Cl (stereo not drawn),-2.5,-6,-3,-20,1,114,11,-2.3,25

Three compounds from above with just UBC9 SUMO inh:
SMILES	UBC9 SUMO inh
CN(C)c1cccc2c1c(NC(=O)c1ccc(Cl)cc1)nn2C	10
Cc1ccnc(NC(=O)c2ccc(COc3c(F)c(F)cc(F)c3F)o2)c1	-1
CCOc1cc(/C=C2/NC(=O)N(CC(=O)Nc3cccc(C)c3)C2=O)ccc1OCC(N)=O	38

New compounds follow
SMILES,VIM-2 inhibitor,DNA FID counter,NS3 helicase inh,UBC9 SUMO inh,PfM18AAP inh,MEKK2wt PB1 HTS,MEKK2 mut-MEK5,IMP-1 inhibitor,NALP1 yeast inh
Oc1c(Br)cc(Br)cc1CNn1cnnc1,1.5,0,2,-6,11,103,-1,-1.7,9
O=C1CCCN1CCCn1cnc2c([nH]c3ccc(F)cc32)c1=O,-1.2,-1,3,2,13,100,5,0.6,4
COCCOC(=O)c1c(C)nc(SCC(=O)Nc2cccc3ccccc23)c(C#N)c1-c1ccco1,-1.6,-2,1,23,-6,98,-18,-0.1,5
Cc1ccc(-n2c(C)cc(C3=NNC(=NC4CC4)SC3)c2C)cc1C,-1.4,-5,-14,13,7,117,21,-2.9,24
NC(=S)NNC(=O)Nc1ccc(Cl)c(Cl)c1,-1.7,-1,3,20,35*,102,-1,-5.0,28
CCn1ccc(=N)cc1,-5.5,2,-1,0,-8,100,-2,-3.9,28
O=C(C[N+]1(CC#Cc2ccccc2)CCOCC1)c1ccc(Cl)cc1,-1.3,-26,9,2,-11,101,-5,-3.2,9
O=C(NCC1CCCO1)c1cccc(Oc2ccccc2)c1 (stereo not drawn),-2.4,-21,-2,12,-2,101,1,-2.5,2
COc1ccccc1NC(=O)c1c(C)nn(-c2ccccc2)c1Cl,-1.5,-30,-5,-20,1,111,7,-2.6,22
COc1ccc2c(C)c(C)c(=O)oc2c1OC,2.4,0,-15,38,-2,0.0*[inhibitor],-26,-3.0,-10
O=C(O)c1ccc(-c2nc(-c3ccc(Cl)c(Cl)c3)cs2)cc1,-2.3,-22,7,6,-8,108,-2,-2.9,1
O=C(OCC#CCSc1nnc(-c2ccncc2)o1)c1sc2ccccc2c1Cl,-1.7,-2,7,-12,5,x,x,-3.3,44

Overlap with the part before: two entries, then new ones.
SMILES,VIM-2 inhibitor,DNA FID counter,NS3 helicase inh,UBC9 SUMO inh,PfM18AAP inh,MEKK2wt PB1 HTS,MEKK2 mut-MEK5,IMP-1 inhibitor,NALP1 yeast inh
O=C(O)c1ccc(-c2nc(-c3ccc(Cl)c(Cl)c3)cs2)cc1,-2.3,-22,7,6,-8,108,-2,-2.9,1
O=C(OCC#CCSc1nnc(-c2ccncc2)o1)c1sc2ccccc2c1Cl,-1.7,-2,7,-12,5,x,x,-3.3,44
Clc1nc(NCCN2CCOCC2)nc(NCc2ccccc2)n1,-2.9,1,12,10,-9,105,11,-2.4,2
CCOC(=O)C1CCN(C(=O)Nc2ccc(Cl)cc2)CC1,-3.1,-4,5,15,1,109,3,-3.4,3
CCNC(=O)C(=O)Nc1cc2c3c(c1)CCC(=O)N3CCC2,-0.2,-7,-1,2,0,100,0,-1.2,33
COC(=O)[C@@H](NC(=O)O[C@H]1C(=O)c2ccc(OC)cc2O[C@@H]1c1ccc2c(c1)OCO2)C(C)C,-2.6,-27,-1,8,1,99,3,-2.4,26
O=C1C2CCCN2C(=O)N1CCCCN1CCN(c2ccccc2)CC1 (stereo not drawn),-2.4,-2,-12,-7,-1,100,0,-2.2,17
O=C(NCCN1CCN(Cc2ccccc2)CC1)C1c2ccccc2C(=O)N2CCc3ccccc3C12 (stereo not drawn),-1.6,4,-9,12,-3,112,14,-1.3,8
COc1cccc(C2c3[nH]c4ccccc4c3C[C@H]3C(=O)N(CCCOC(C)C)CC(=O)N23)c1 (stereo partly drawn),-1.5,-30,85*,17,4,106,10,-2.1,8
COc1ccc(CCN2C(=NC(C)=O)SC3CS(=O)(=O)CC32)cc1OC (stereo not drawn),-2.5,-4,-7,17,-1,104,3,-1.2,x

Source: PubChem BioAssay
